# Source: PubChem
# EP2 mod: EP2 receptor (human) modulation | P43116 | EP2-expressing cells, cAMP HTRF FRET, PGE2 co-stimulation | induction, % at 25 µM | 260,000 compounds, 0.83% hits;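 active = compounds whose cAMP rise, as percent of the full-agonist control response, exceeds 60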;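 note: rat C6 glioma line stably carrying human EP2 under a CMV promoter; the protocol text gives 20 µM as final concentration; 100% = response of wells given 1 µM PGE2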
# Target sequence (P43116 whole entry, looked up): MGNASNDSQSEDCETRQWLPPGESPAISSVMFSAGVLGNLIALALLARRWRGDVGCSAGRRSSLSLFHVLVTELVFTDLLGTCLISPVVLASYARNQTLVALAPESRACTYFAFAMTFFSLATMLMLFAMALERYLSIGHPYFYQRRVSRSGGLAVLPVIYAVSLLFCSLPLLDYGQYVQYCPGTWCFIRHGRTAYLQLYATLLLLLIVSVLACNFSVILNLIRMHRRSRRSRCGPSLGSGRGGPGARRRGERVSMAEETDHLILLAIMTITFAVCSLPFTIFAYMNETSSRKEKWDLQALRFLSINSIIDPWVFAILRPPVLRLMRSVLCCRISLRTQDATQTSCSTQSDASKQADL
# Starred values were filed as active, the others as inactive. This is a subset. The share of hits here may be higher or lower than overall.
smiles | EP2 mod
C[C@@H]1OC(O[C@H]2[C@H](OC(=O)[C@]34CCC(C)(C)CC3C3=CCC5[C@@]6(C)CC[C@H](OC7O[C@@H](C)[C@H](O[C@@H]8OC[C@@H](O)[C@H](O)[C@H]8O)[C@@H](O)[C@H]7O)C(C)(C)C6CC[C@@]5(C)[C@]3(C)CC4O)OC[C@H](O)[C@H]2O)[C@H](O)[C@H](O)[C@H]1O[C@@H]1O[C@H](CO)[C@@H](O)[C@H](O)[C@H]1O (stereo partly drawn) | -25
O=C1COc2ccc(S(=O)(=O)Nc3cccc(C(=O)N4CCOCC4)c3)cc2N1 | -5
Oc1cc(O)c2c(c1)O[C@@H](c1ccc(O)c(O)c1)[C@H](O[C@@]1(c3cc(O)c(O)c(O)c3)Oc3cc(O)cc(O)c3[C@H](O)[C@H]1O)C2 | 12
Cc1cc(-c2cc(N)c(=O)n(CC(=O)Nc3ccc4c(c3)OCO4)n2)c(C)o1 | -71
CCOc1cc(C2/C(=C(/O)c3ccc(OC)c(OC)c3)C(=O)C(=O)N2C)ccc1O (stereo not drawn) | -70
Cc1cccc(NC(=S)N(Cc2ccco2)Cc2cc3cc(C)ccc3[nH]c2=O)c1 | 1
Cc1cc(-c2cncnc2C2CCCN(C(=O)Cn3nc(C)cc3C)C2)on1 (stereo not drawn) | -21
COCCn1c(SCC(=O)Nc2ccc(OC)cc2)nnc1-c1ccccc1 | -5
CCc1ccc(N(CC(=O)NCc2ccc3c(c2)OCO3)S(C)(=O)=O)cc1 | 5
CC(=O)Nc1ccc(NC(=O)CSc2nnc3c(C)cc4cc5c(cc4n23)OCCO5)cc1 | 19
COc1ccc(C2(NC(=O)c3cccc(N4CCCC4=O)c3)CCCCC2)cc1 | -45
COc1cccc(NC(=O)CSc2nnc(-c3ccncc3)n2-c2ccccc2OC)c1 | -24
COc1ccccc1/C=C1\C(=O)NC(=O)N(c2ccc3c(c2)OCO3)C1=O | -81
Cc1cc(C)c2[nH]c(C(=O)NCCc3nc(-c4ccccc4)no3)c(C)c2c1 | -48
O=C(Cn1ncc2cccn2c1=O)Nc1ccc(N2CCCCC2)cc1 | -11

smiles | EP2 mod
O=C(O)COc1ccc(S(=O)(=O)N2CCCC2)cc1 | 9
CCc1nn(CC(=O)NCCCN2CCC(C)CC2)c(=O)c2cc3ccsc3n12 | -5
Cc1ccccc1CN1CCc2c(nc(N3CCC(C)CC3)[nH]c2=O)C1 | -27
CCN1CCN(S(=O)(=O)c2ccc(OCC(=O)OC)c(C)c2)CC1 | -4
CCOCc1nnc(NC(=O)c2ccc(Cl)cc2Cl)s1 | -57
CCC(C(=O)N1CCC(c2c(S(C)(=O)=O)cnc3ncnn23)CC1)c1ccccc1 (stereo not drawn) | -24
CCc1nnc(NS(=O)(=O)c2ccc(NC(=O)CCC(=O)O)cc2)s1 | -6
CN(C)CCC(=O)[C@]1(O)CC[C@@H]2[C@H]3CC=C4C[C@@H](O)CC[C@]4(C)[C@@H]3CC[C@]21C | -49
O=C(O)c1ccc(Cc2ccccc2C(=O)O)cc1 | 17
COCCCN[C@@H]1CCN(Cc2ccc(F)cc2)C[C@H]1O | -22
COc1ccc(NC(=O)Cn2nnc(-c3cc(Cl)ccc3-n3cnnn3)n2)cc1 | -52
N=C(N)SCCCN | 8
Cc1nc2cc(-c3cccc(Cl)c3)nn2c(N2CCN(C(=O)c3ccco3)CC2)c1C | 8
CCN1CCCC1CN(Cc1cc2cc(OC)ccc2[nH]c1=O)C(=O)Nc1ccc(OC)cc1 (stereo not drawn) | 7
CCCNC(=O)[C@H]1C[C@@H](c2ccc(OC)c(OC)c2)NS(=O)(=O)N1C | -2

smiles | EP2 mod
Cn1c(N2CCN(S(=O)(=O)c3ccc(C(F)(F)F)cc3)CC2)nc2ccccc21 | -36
CCOc1ccc(C(C(=O)NC2CCCC2)N(C(=O)c2ccco2)C2CCCC2)cc1 (stereo not drawn) | -16
COc1cc(NCC[C@@H]2CCCCN2)c2ncccc2c1 | 8
CC1c2ccsc2CCN1Cc1ccccc1-n1cccn1 (stereo not drawn) | -4
COc1ccc(-c2cc(C(F)(F)F)nc(SCC(=O)NCc3ccc(C)cc3)n2)cc1OC | -21
CCCn1cnc2scc(-c3ccc(C)c(C)c3)c2c1=O | 0
C[N+]1([C@H](CO)Cc2c[nH]c3ccccc23)Cc2ccccc2C1 | 19
CCn1c(COc2ccc(Cl)cc2)nnc1SCC(=O)N1CCCCC1C (stereo not drawn) | -38
Cc1ccc(Cc2cnc(NC(=O)C3=NCCN3)s2)cc1Cl | 15
O=C(NC1CCCCC1)N1CCC(O)(c2cccc(C(F)(F)F)c2)CC1 | -6
Cc1[nH]n2c(=O)c3c(nc2c1C#N)CCC3 | -14
O=C(O)c1cc([N+](=O)[O-])ccc1NCCCc1ccccc1 | 10
CCCOc1ccccc1CN1CCC(NC(C)=O)(c2ccc(F)cc2)CC1 | -53
COc1cc(C(c2cn[nH]c2C)c2c(C)[nH][nH]c2=O)ccc1OC(=O)c1ccc(C)cc1 (stereo not drawn) | -11
COc1ccc2ccccc2c1CN(CCN1CCOCC1)Cc1cccnc1 | -31

smiles | EP2 mod
CC(=O)Nc1cccc(O)c1 | 12
CCOc1ccc2[nH]c(=O)c(C(c3nnnn3C(C)C)N3CCC(C)CC3)cc2c1 (stereo not drawn) | -3
COc1ccc(-c2nnc(SCC(=O)c3ccc4c(c3)OCCO4)o2)c(OC)c1 | 19
Cc1cc2ccccc2n2c(=O)n(CCNC(=O)c3ccnn3C(C)C)nc12 | -11
COc1ccc(-c2cc(-c3cccs3)c(C#N)c(SCC(N)=O)n2)cc1 | -3
Cc1ccc(-c2cc(N)c(=O)n(CC(=O)NC3CCCCC3)n2)o1 | -44
COc1ccc(N2CCN(C(c3ccc(F)cc3)c3nnnn3Cc3ccco3)CC2)cc1 (stereo not drawn) | 40
CCNC(=O)C1CCN(S(=O)(=O)c2ccccc2)CC1 | -37
Cc1cc2nc(C3CCCCN3C(=O)c3c(C)noc3C)[nH]c2cc1C (stereo not drawn) | 0
O=C(CSc1nc(O)c(Cc2ccccc2F)c(=O)[nH]1)N1CCOCC1 | -16
COc1ccc(OCc2nnc(SCC(=O)N3CCCC3)o2)cc1 | -32
COc1cccc2cc(C(=O)Nc3ccc(S(=O)(=O)N4CCC(C)CC4)cc3)c(=O)oc12 | -10
O=c1[nH]c2cc3c(cc2cc1CN(Cc1nnnn1Cc1ccccc1)C1CCCCC1)OCCO3 | 3
Cc1cc2c(cc3c(=O)n(CC(=O)NCC4CC4)nc(C)n32)s1 | 0
COc1ccc(Cl)cc1NC(=O)Cn1cnc2sc3c(c2c1=O)CCCC3 | -26

smiles | EP2 mod
CCOc1ccc(CN2CCN(C(=O)c3ccc(OC)c(OC)c3)CC2)cc1 | -28
O=C(Nc1ccc(Cl)cc1)N(Cc1cccnc1)Cc1cc2cc3c(cc2[nH]c1=O)OCCO3 | 5
COc1cc(C(=O)O[C@H]2CC[C@@]3(C)[C@@H]4CC[C@H]5[C@]6(O)C[C@H](O)[C@@]7(O)[C@@H](CN8C[C@@H](C)CC[C@H]8[C@@]7(C)O)[C@]6(O)C[C@@]53OC24O)cc(OC)c1OC | 18
CCOc1ccccc1CN1CCc2c(nc(N3CCC(C)CC3)[nH]c2=O)C1 | 23
Cc1cc(-c2cncnc2C2CCCN(CC(=O)Nc3cc(C)on3)C2)on1 (stereo not drawn) | 0
CC(=O)N1CCN(Cn2nc3c4ccccc4ncn3c2=O)CC1 | -56
Cc1nn(-c2ccc(F)cc2)c2[nH]c(=O)c(CNCCO)cc12 | 6
COc1ccc(N(CCc2ccccn2)C(=O)c2cnc(C(C)(C)C)nc2)cc1 | 31
COc1ccc(-c2nnc(SCC(=O)N3c4ccccc4CC3C)o2)cc1OC (stereo not drawn) | -15
COCCNC(=O)CCCSc1nc(-c2ccco2)cc(C(F)(F)F)n1 | -26
COCCn1nnnc1C(c1cc2cc(OC)ccc2[nH]c1=O)N1CCN(c2ccc(F)cc2)CC1 (stereo not drawn) | -19
NS(=O)(=O)c1ccc(N=Nc2nc3[nH]cnc(=S)c3[nH]2)cc1 | 11
CN(C)CCN(Cc1cc2cc3c(cc2[nH]c1=O)OCCO3)C(=O)Nc1ccccc1Cl | -56
CCC(C)NC(=O)CSc1nc2cc(C)ccc2cc1C#N (stereo not drawn) | -10
Cc1cc2cc(CN(Cc3cccnc3)C(=S)NC3CCCCC3)c(=O)[nH]c2cc1C | 20

smiles | EP2 mod
C#CCOc1ccc(CN(Cc2ccccn2)C2CC(C)(C)NC(C)(C)C2)cc1 | -61
CCOc1ccc(NC2SC(=O)N(C)C2=O)cc1 (stereo not drawn) | -1
CC1Cc2ccccc2N1C(=O)CSc1nnc(-c2ccccc2N)n1C (stereo not drawn) | -3
CC(C)[C@@H](C(=O)O)N1C(=O)c2ccccc2C1=O | 6
C=CCn1c(N2CCC(C(=O)Nc3ccc4c(c3)OCO4)CC2)nc2ccccc21 | -2
CCCNC(=O)CCSc1nc(-c2ccco2)cc(C(F)(F)F)n1 | -42
C=CCn1c(SCC)nc2sc3c(c2c1=O)CC(C)(C)OC3 | 80*
Cc1ccc(S(=O)(=O)N(C)CC(=O)Nc2ccc3c(c2)OCO3)cc1 | -91
CC(C)(C)NC(=O)C(c1ccc(Cl)cc1)N(Cc1cccnc1)C(=O)c1csnn1 (stereo not drawn) | 23
CCCCc1nc(Cl)c(CN2CCc3c(nc(C)[nH]c3=O)C2)[nH]1 | -46
O=c1[nH]ccc2c(O)cccc12 | 11
Cc1oc2ccccc2c1CN(CCCOC(C)C)Cc1ccncc1 | 49
COCCCn1c(SCC(=O)Nc2ccc(C)cc2C)nnc1-c1ccncc1 | -9
CC(C)N1C(=O)C2C(C(=O)NCc3ccccc3)C3(C)C=CC2(O3)C1C(=O)NC(C)(C)C (stereo not drawn) | -31
O=C(Nc1sc2c(c1C(=O)NCCCO)CCCC2)c1ccccc1 | -19

# In another format: entries from further up.
EP2 mod | Structure
23 | CC(C)(C)NC(=O)C(c1ccc(Cl)cc1)N(Cc1cccnc1)C(=O)c1csnn1 (stereo not drawn)
-46 | CCCCc1nc(Cl)c(CN2CCc3c(nc(C)[nH]c3=O)C2)[nH]1
11 | O=c1[nH]ccc2c(O)cccc12
49 | Cc1oc2ccccc2c1CN(CCCOC(C)C)Cc1ccncc1
-9 | COCCCn1c(SCC(=O)Nc2ccc(C)cc2C)nnc1-c1ccncc1
-31 | CC(C)N1C(=O)C2C(C(=O)NCc3ccccc3)C3(C)C=CC2(O3)C1C(=O)NC(C)(C)C (stereo not drawn)
-19 | O=C(Nc1sc2c(c1C(=O)NCCCO)CCCC2)c1ccccc1

# More compounds follow:
smiles | EP2 mod
C[C@@]12CC[C@H]3c4ccc(O)cc4CC[C@@H]3[C@H]1C/C(=N\O)[C@H]2O | 1
Nc1ccc(-c2nn3cnnc3s2)cc1 | -29
CCNC(=O)C(=O)Nc1nc(-c2ccccc2)cs1 | -34
CCn1cc(CN2CCC(O)(c3ccc(C)cc3)CC2)cn1 | -17
Cn1c(SCC(=O)Nc2ccccc2Cl)nnc1C1CC1 | 2
CC1(CCC(=O)OC2CCCCC2)OCCO1 | 1
CCOC(=O)N1CC=C2C(C#N)=C(N)C(C#N)(C#N)C(Cc3ccccc3)C2C1 (stereo not drawn) | 23
O=C(O)CCC(=O)Nc1ccc(CN2CCOCC2)cc1 | -3
CCN(CC)C(=O)C1CCN(Cc2cccc(OC)c2)CC1 | 12
CC1CCc2c(sc(NC(=O)c3ccc(F)cc3)c2C#N)C1 (stereo not drawn) | 4
Cc1ccc(CNS(=O)(=O)c2cccc(S(=O)(=O)N3CCCC3)c2)cc1 | -26
CCC(=O)N1CCC[C@H]1Cn1nc(-c2ccc(F)cc2)ccc1=O | -50
Cc1[nH]c(C)c(CN(C)C)c1CN(C)C | 19
ClC1(Cl)CC1CSc1nnc(-c2ccco2)o1 (stereo not drawn) | -1
N#CC(=NCCO)C1=C(O)c2ccccc2C1=O | -3

smiles | EP2 mod
O=C(Oc1ccccc1Br)c1cccc(S(=O)(=O)N2CCOCC2)c1 | -100
Cc1ccc(CN(CCCn2ccnc2)Cc2cc3ccccc3nc2N(C)C)o1 | -8
OC[C@@H](O)[C@@H](O[C@@H]1O[C@H](CO)[C@@H](O)[C@H](O)[C@H]1O)[C@H](O)[C@@H](O)CO | 17
COc1ccc([C@@H]2C[C@H](C(=O)NC(C)(C)CO)N(C)S(=O)(=O)N2)cc1OC | 7
C[n+]1ccc(C(=O)Nc2ccccc2Cl)cc1 | -6
CCNC(=O)C1CCCN(S(=O)(=O)c2ccc(F)cc2)C1 (stereo not drawn) | 3
c1cncc(-c2cc(-c3cc(-c4cccnc4)n[nH]3)[nH]n2)c1 | 8
COc1ccccc1N(C(=O)c1ccco1)C(C(=O)NC1CCCC1)c1cccs1 (stereo not drawn) | 23
O=C(CN(Cc1ccc2c(c1)OCO2)C(=O)Cn1nnc(-c2ccc(F)cc2)n1)NC1CCCC1 | -28
CC1CCCN(C(=O)CSc2nc3c(c(=O)n(C)c(=O)n3C)n2Cc2ccc(F)cc2)C1 (stereo not drawn) | 9
COc1ccc(CNC(=O)c2sc3nc4ccc(C)cc4cc3c2N)cc1 | -59
C[N+]1(C)Cc2cc3ccccc3c(-c3ccccc3)c2C1 | 0
CN(C(=O)c1ccco1)c1nnc(-c2ccc(F)cc2)s1 | -31
Clc1ccc2c(c1Cl)NC(c1ccccn1)C1CC=CC21 (stereo not drawn) | 33
Cc1cc2c(cc3c(=O)n(CC(=O)N(C)CCc4ccccn4)nc(C)n32)o1 | -19

smiles | EP2 mod
O=C(NCc1ccccc1)N(CCN1CCOCC1)Cc1cc2cc3c(cc2[nH]c1=O)OCO3 | -11
COc1cccc(C2(NC(=O)c3cc(-c4c(C)nn(C)c4C)n[nH]3)CCCC2)c1 | -78
Cc1ccc2cc(CN(Cc3ccc(F)cc3)C(=O)c3ccco3)c(=O)[nH]c2c1 | -53
CCCn1c(SCC(=O)Nc2ccccc2Br)nnc1-c1cccnc1 | -1
